inhibitors of VEEV: inhibitors of VEEV TC-83 cytopathic effect, confirmation, Vero cells (AID 588727). Vero cells, VEEV TC-83 cytopathic effect inhibition; higher % means a stronger effect. inhibition, % at 20 µM, or IC50 in µM where a hit was titrated. 0.13% of 350,000 active; in the data active means a potency from the dose series; inconclusive means inhibition mostly from about 14% at the one dose, without a potency; inactive means the rest, 99 in 100 with inhibition below about 12%; further: strong numbers were not always called active
PhoP GFP inhibition: Inhibition of PhoP regulon, Salmonella typhi GFP reporter cells, confirmation, 4 h (AID 1850); Salmonella Typhi PhoP-promoter GFP reporter, fluorescence, 4 h; higher % means a stronger effect; inhibition, % at 50 µM; hits with a dose series show IC50 in µM; 0.33% of 310,000 active; in the data active means a potency from the dose series; inconclusive means inhibition mostly from about 25% at the one dose, without a potency; inactive means the rest, 99 in 100 with inhibition below about 19%;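 further: 0% = induced wells with vehicle and 100% = uninduced wells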
influenza NS1A: NS1A inhibition, H1N1 influenza, cell based functional assay (AID 504329); NS1A functional cell-based assay, percent inhibition; higher % means a stronger effect; inhibition, % at 12.5 µM; hits with a dose series show IC50 in µM; 0.3% of 340,000 active; in the data active means a potency from the dose series; inconclusive means inhibition above about 27% without an active follow-up result; further: strong numbers were not always called active
H37Rv inhibition: M. tuberculosis growth inhibition, HTS (AID 449762); M. tuberculosis H37Rv growth inhibition, 7H9 media; higher % means a stronger effect; one-dose inhibition, % at 25 µM; IC50 in µM for titrated hits; 0.59% of 330,000 active; in the data active means a potency from the dose series; inconclusive means inhibition above about 70% without an active follow-up result;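 further: bacterial growth assessed after seven days of incubation; strong numbers were not always called active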
tuberculosis growth: growth inhibition of non-replicating M. tuberculosis (AID 488890); Mycobacterium tuberculosis non-replicating, growth inhibition; higher % means a stronger effect; inhibition, % at 25 µM, or IC50 in µM where a hit was titrated; 0.39% of 320,000 active; in the data active means a potency from the dose series; inconclusive means inhibition mostly from about 82% at the one dose, without a potency; inactive means the rest, 99 in 100 with inhibition below about 76%;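 further: plate controls were DMSO cells for no effect and high antibiotic wells for full effect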
inhibitors of VEEV 10K pilot screen: further read-out of inhibitors of VEEV, marked with its call; inhibition, %; measured here: 10K pilot screen inhibition
* marks the source's active call; other numbers are inactive results; i = inactive; u = inconclusive; x = not tested or not shown. Rows were taken by chance; overall some 1.5% were active at least once.

SMILES | inhibitors of VEEV | PhoP GFP inhibition | influenza NS1A | H37Rv inhibition | tuberculosis growth | others
COc1ccc(C(=O)NCC(=O)N2CCN(c3ccccc3)CC2)cc1 | 0.7% | 14.1% | -2.4% | 7.1% | -6.9%
CCCc1nc(C)c(-c2ccc(OC)c(OC)c2)c(=O)[nH]1 | 0.8% | 10.1% | -1.7% | 0.3% | -4.0%
Cn1c(=O)[nH]c(=O)c2c1ncn2CCN1CCCCC1 | 2.2% | -2.6% | -27.0% | -0.3% | 4.6%
O=C(CNS(=O)(=O)c1ccc(Br)s1)NCc1ccc(F)cc1 | i | 2.5% | 2.4% | -0.1% | -3.3%
CCCCC(=O)OC1CCC2C3CCc4cc(O)ccc4C3CCC12C (stereo not given) | i | x | 1.4% | x | x
COc1ccc(NC(=O)CN2CCCC(C)C2)c([N+](=O)[O-])c1 (stereo not given) | i | 9.8% | 9.9% | 2.5% | 52.9%
CC1CCCN(CCCNC(=O)c2ccc3c(c2)N(Cc2ccccc2F)C(=O)c2ccccc2S3(=O)=O)C1 (stereo not given) | 0.5% | -2.1% | 7.9% | 5.0% | 29.0%
Cc1noc(C)c1NC(=O)N(C)C[C@@H]1Oc2ccc(NC(=O)Cc3cn(C)c4ccccc34)cc2CC(=O)N([C@H](C)CO)C[C@@H]1C | 1.2% | x | 10.7% | -9.6% | 18.7%
O=c1c2c(nc3nc(NCc4ccc(Cl)cc4)[nH]n13)CCC2 | i | 7.1% | -11.1% | 6.28µM* | 21.4%
CCOC(=O)N1CCN(C(=O)c2ccccc2NC(=O)c2ccccc2Cl)CC1 | 1.2% | -14.5% | -4.0% | -6.4% | -13.5%
CCOC(=O)c1ccc(-c2ccc3[nH]c4ccccc4c(=O)c3c2)cc1F | 2.6% | -0.7% | -3.1% | 7.0% | 1.6%
Cc1ccc(S(=O)(=O)N2CCC(C(=O)N3CCc4ccccc43)CC2)cc1C | 6.4% | x | -7.3% | x | x
CCOCCCNC(=O)C1CCN(S(=O)(=O)N2CCCCC2)CC1 | 0.2% | -8.2% | -1.5% | -5.5% | -3.0%
COc1ccccc1CC(O)CC1c2c(cc3c(c2OC)OCO3)CCN1C (stereo not given) | 0.3% | x | -0.6% | x | x
O=c1[nH]c(C2CCN(S(=O)(=O)c3ccccc3C(F)(F)F)CC2)nc2c1nnn2Cc1cccc(F)c1 | 12.1% | -14.0% | -4.6% | 4.8% | 32.3%
Cc1ccc(S(=O)(=O)N2CCN(C(=O)c3ccccc3)C2C(C)C)cc1 (stereo not given) | i | -4.5% | 6.8% | 2.4% | 7.3%
COc1ccc(N2CCN(C(=O)c3ccc4c(Cl)c5c(nc4c3)CCCC5)CC2)cc1 | 5.6% | 11.2% | 12.5% | 4.8% | 35.0% | inhibitors of VEEV 10K pilot screen=0.0
O=C1CSC(c2cn(-c3ccccc3)nc2-c2ccccc2)N1Cc1ccco1 (stereo not given) | 8.2% | 2.2% | 11.3% | -2.9% | 17.8%
CCC(C)C(=O)Nc1cccc(SC)c1 (stereo not given) | x | -1.5% | x | 14.1% | 4.2%
O=C(N/N=C/c1cccc2ccccc12)c1cccnc1 | 1.6% | -14.4% | -1.8% | -5.0% | 77.8%
CN(C)c1ncc(C(=O)O)cn1 | 1.7% | -18.4% | 5.4% | 2.6% | 1.6%
ClCCN(CCCl)c1ccc(C=NNc2ncccn2)cc1 | 0.9% | x | 2.8% | x | x
O=C(CN(C(=O)c1csnn1)c1cccc(Cl)c1)NC1CCCCC1 | i | 12.6% | 0.0% | -7.6% | -10.3%
CC(/C=C/C=C/c1ccccc1)=N/NC(=O)C(O)c1ccccc1 (stereo not given) | 3.3% | -0.8% | -13.7% | 5.3% | 12.8%
O=c1c2ccccc2nc(-c2ccccc2)n1-c1ccccc1 | i | 0.6% | -7.9% | -7.4% | -2.0%

Continued:
SMILES | inhibitors of VEEV | PhoP GFP inhibition | influenza NS1A | H37Rv inhibition | tuberculosis growth | others
COc1cc2ncc(C(=O)c3ccccc3)c(N3CCN(Cc4ccccc4)CC3)c2cc1OC | 7.9% | 0.0% | -0.2% | u | 34.9%
OC(C#CCN1CCCC1)(c1ccccc1)c1cccnc1 (stereo not given) | i | 5.9% | x | -9.3% | -11.0%
O=C(CC1C(=O)NCCN1CC1CCCCC1)NCc1ccc(F)cc1 (stereo not given) | 0.1% | -12.8% | 1.8% | 6.9% | 8.4%
CCc1sc(NC(=O)CN2CCOCC2)nc1-c1ccccc1 | 1.2% | -13.3% | 1.2% | 2.2% | 2.1%
CC(C)(C)C1CCC(N2CCN(c3ccccc3)CC2)CC1 (stereo not given) | 2.4% | 3.0% | -4.3% | 13.1% | -17.8%
CC(=O)N[C@@H](C)C(=O)N1CCN(S(=O)(=O)c2ccc(Cl)cc2)CC1 | 0.9% | 8.4% | -0.5% | 5.4% | -5.5%
CCCC(=O)c1ccc(N2CCOCC2)c(F)c1 | 1.4% | 7.1% | 4.8% | -0.1% | -0.4%
Cc1ccc(CC2CC(=O)N(CC(=O)O)C2=O)cc1 (stereo not given) | i | 2.4% | -19.6% | -2.4% | -3.1%
CCn1c(SCC(=O)Nc2ccc(N3CCOCC3)c(Cl)c2)nnc1-c1ccc(N)cc1 | i | 6.3% | -14.3% | 1.2% | 20.2%
O=C(NC1CC2CCCC(C1)N2C(=S)NCCc1ccccc1)C1CC1 (stereo not given) | 1.6% | 4.9% | 9.9% | -1.7% | 7.6%
O=C(NCCNC(=O)c1ccc([N+](=O)[O-])cc1)c1ccncc1 | 0.3% | -3.2% | -6.9% | 3.7% | -21.9%
Cc1nn(-c2ccccc2)c(Cl)c1C(=O)N(C)c1nc(-c2ccc(F)cc2)cs1 | x | -9.2% | x | 11.3% | -23.6%
CCOC(=O)c1cccc(NC(=O)CCc2ccccc2)c1 | 0.9% | 8.2% | -4.3% | 68.0% | 31.3%
CCN(Cc1ccccc1)C(=O)CSc1ncn[nH]1 | 1.7% | 6.3% | 8.7% | 20.6% | -5.3%
CC(O)(CS(=O)(=O)Cc1ccc(Cl)cc1)C(=O)Nc1cccc(C(F)(F)F)c1 (stereo not given) | i | -1.8% | -41.0% | -6.5% | 13.3%
Nn1c(SCC(=O)NCc2ccc3c(c2)OCO3)nnc1C1CC1 | 2.0% | 7.4% | -19.4% | 7.1% | -15.8%
CC1(C)c2[nH]c3ccccc3c2C[C@@H]2C(=O)N(c3ccc(F)cc3F)C(=O)N21 | 1.1% | -6.2% | 7.4% | 4.2% | 5.8% | inhibitors of VEEV 10K pilot screen=0.4
Cc1ccccc1Oc1nc2ccccn2c(=O)c1/C=C(\C#N)C(=O)Nc1c(C)n(C)n(-c2ccccc2)c1=O | u | 3.7% | 2.3% | -5.1% | -19.3%
COC(=O)CCSc1nc(N2CCOCC2)c2c(c1C#N)CC(C)(C)OC2 | 0.2% | 1.3% | 0.1% | 0.0% | 0.4%
O=C(NCc1cc([N+](=O)[O-])ccc1O)c1cccnc1Sc1ccc(Cl)cc1 | 4.5% | -7.2% | 0.7% | -4.8% | 3.1%
O=C(Cn1nnc(-c2ccccc2)n1)N/N=C/c1ccco1 | i | -0.5% | 3.6% | 13.5% | -1.7%
COc1cccc(C2C3=C(CCCC3=O)Nc3nc(-c4cc(OC)c(OC)c(OC)c4)nn32)c1 (stereo not given) | i | -2.9% | -6.9% | -0.3% | -0.8%
CC1(OC(=O)C2CCCC2)C(=O)C=C2C=C(c3ccsc3)N(C(CO)CO)C=C2C1=O (stereo not given) | i | 0.8% | 15.1% | 4.0% | 14.9% | inhibitors of VEEV 10K pilot screen=0.1
O=C(N/N=C/c1cc2c(cc1Cl)OCO2)c1ccncc1 | i | -3.9% | -1.4% | u | 72.5%
Oc1ccccc1-c1nnc(-c2ccc(C(F)(F)F)cc2)o1 | 0.8% | -10.2% | 17.4% | u | u

Sorted by count of non-hydrogen atoms (low to high): twelve of the compounds above
SMILES | inhibitors of VEEV | PhoP GFP inhibition | influenza NS1A | H37Rv inhibition | tuberculosis growth | others
CCC(C)C(=O)Nc1cccc(SC)c1 (stereo not given) | x | -1.5% | x | 14.1% | 4.2%
CCCC(=O)c1ccc(N2CCOCC2)c(F)c1 | 1.4% | 7.1% | 4.8% | -0.1% | -0.4%
CCCc1nc(C)c(-c2ccc(OC)c(OC)c2)c(=O)[nH]1 | 0.8% | 10.1% | -1.7% | 0.3% | -4.0%
OC(C#CCN1CCCC1)(c1ccccc1)c1cccnc1 (stereo not given) | i | 5.9% | x | -9.3% | -11.0%
CC(/C=C/C=C/c1ccccc1)=N/NC(=O)C(O)c1ccccc1 (stereo not given) | 3.3% | -0.8% | -13.7% | 5.3% | 12.8%
CCCCC(=O)OC1CCC2C3CCc4cc(O)ccc4C3CCC12C (stereo not given) | i | x | 1.4% | x | x
COC(=O)CCSc1nc(N2CCOCC2)c2c(c1C#N)CC(C)(C)OC2 | 0.2% | 1.3% | 0.1% | 0.0% | 0.4%
O=C1CSC(c2cn(-c3ccccc3)nc2-c2ccccc2)N1Cc1ccco1 (stereo not given) | 8.2% | 2.2% | 11.3% | -2.9% | 17.8%
COc1ccc(N2CCN(C(=O)c3ccc4c(Cl)c5c(nc4c3)CCCC5)CC2)cc1 | 5.6% | 11.2% | 12.5% | 4.8% | 35.0% | inhibitors of VEEV 10K pilot screen=0.0
COc1cc2ncc(C(=O)c3ccccc3)c(N3CCN(Cc4ccccc4)CC3)c2cc1OC | 7.9% | 0.0% | -0.2% | u | 34.9%
CC1CCCN(CCCNC(=O)c2ccc3c(c2)N(Cc2ccccc2F)C(=O)c2ccccc2S3(=O)=O)C1 (stereo not given) | 0.5% | -2.1% | 7.9% | 5.0% | 29.0%
Cc1noc(C)c1NC(=O)N(C)C[C@@H]1Oc2ccc(NC(=O)Cc3cn(C)c4ccccc34)cc2CC(=O)N([C@H](C)CO)C[C@@H]1C | 1.2% | x | 10.7% | -9.6% | 18.7%

The listing continues:
SMILES | inhibitors of VEEV | PhoP GFP inhibition | influenza NS1A | H37Rv inhibition | tuberculosis growth | others
O=C(COC(=O)/C=C/c1ccco1)Nc1cccc([N+](=O)[O-])c1 | 0.8% | 0.9% | -5.8% | 0.3% | 12.7%
Cc1cc(C)n(-c2ccc(C(=O)NC(C)C)cc2)n1 | i | -8.0% | -12.4% | -2.6% | 1.4%
CC(=O)N/C(=C\c1ccccc1)C(=O)NC(C)C(=O)O (stereo not given) | 0.5% | -2.4% | 13.7% | -2.8% | -1.3%
CCCCN(Cc1ccco1)S(=O)(=O)c1c[nH]c(C(=O)OC)c1 | 1.4% | -13.2% | 5.5% | 6.2% | 9.2%
CN(C/C=C/c1ccccc1)C1CCCCC1 | 0.9% | -1.7% | 4.2% | -7.4% | 12.3%
Oc1ccc(F)cc1-c1cc(-c2ccc3c(c2)OCCO3)n[nH]1 | 9.6% | -17.1% | 7.3% | 5.5% | -10.1%
CCOC(=O)c1cnc(SCc2nc(N)nc(Nc3ccccc3)n2)nc1N | 7.1% | 3.3% | 0.4% | 11.0% | 7.9%
CCN1C(=O)CC(c2ccc(OC(C)C)cc2)C1=O (stereo not given) | 0.9% | -7.5% | -1.5% | -1.7% | -10.9%
O=C(c1ccccc1)N1CCN(C(=O)c2nn3c(C(F)(F)F)cc(-c4ccco4)nc3c2Cl)CC1 | 3.1% | 7.1% | 0.1% | -2.0% | 16.6%
O=C(NCC(c1ccco1)N1CCN(c2ccccc2F)CC1)OCc1ccccc1 (stereo not given) | 0.7% | 12.3% | 1.4% | -3.3% | 16.5%
CCN(CC)CCCn1c2c(c(SCC(=O)Nc3nc(C)cs3)nc1=O)CCC2 | 2.5% | 14.7% | -8.1% | -3.4% | -3.1%
CNc1nc2sc3c(c2c(=O)n1C)CC(C)(C)SC3 | 8.7% | -8.7% | 15.0% | -7.6% | -0.6%
CCCCCNC(=O)c1cccnc1SCC(=O)Nc1ccccc1OC | 5.7% | -4.1% | -4.1% | -1.7% | -13.9%
Cn1c(N)c(C(=O)COC(=O)CCC2CCCCC2)c(=O)n(C)c1=O | 1.2% | -6.2% | 11.8% | 7.8% | 27.6%
Cc1nc(C(=O)Nc2ccccc2)sc1C(=O)Nc1ccccc1 | 0.8% | -2.0% | 5.0% | 1.0% | 9.77µM*
CCc1c(C)nc2ncnn2c1N1CCC(C(=O)Nc2ccc(C)cc2)CC1 | 0.8% | 0.6% | -12.8% | -1.1% | 7.8%
Cc1cc(NC(=O)NN2CCOCC2)nn1-c1c(Cl)cc(Cl)cc1Cl | i | -3.1% | -0.7% | 14.9% | 6.1%
CCOc1cc(/C=N/NC(=O)C(=O)Nc2cc(Cl)ccc2C)ccc1O | 2.1% | -3.6% | -1.2% | 5.6% | 14.7% | inhibitors of VEEV 10K pilot screen=2.1
